Yfh1-depleted yeast – mitochondrial function rescue without frataxin homolog – Friedreich's ataxia, plus single-dose screen, dose response (AID 1465); S. cerevisiae Yfh1-off respiration, WST-1 reduction, 72 h; higher fold induction means a stronger effect; one-dose fold induction at 50 µM; EC50 in µM for titrated hits; 220,000 compounds, 0.074% hits;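 active = fold induction of absorbance versus untreated yeast above a set limit, then at least 30% activation at any dose in follow-up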;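 also: activators that raise dye reduction in frataxin-depleted yeast; strong numbers were not always called active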
NOD2 inhibition – NOD2 signaling inhibitors, cell-based, luminescence, uHTS, HEK293 (AID 1566) | HEK293 NOD2/NF-kB luciferase reporter, luminescence; higher % means a stronger effect | inhibition, % at 4 µM, or EC50 in µM where a hit was titrated | 290,000 compounds, 0.63% hits; in the data active = inhibition above about 50%; also: many of its hits are not listed in these tables
Autophagy HCS – autophagy modulation, high-content screen. MEF GFP-LC3 puncta imaging; test concentration mostly 10 µM. calls only at 10 µM (by protocol). 190,000 compounds, 0.98% hits;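 active = percentage of spot-positive cells more than 3 SD above its plate mean, without a fluorescence outlier flag or 80% toxicity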;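 also: spot-positive cell cutoff set from DMSO-treated cells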
MT stabilize HCS – stabilizes microtubules in HeLa cells; HeLa tubulin immunostaining HCS, 24 h; share of cells brighter than vehicle mean+2SD; % tubulin-high responders, % at 10 µM; 200,000 compounds, 0.83% hits;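 active = plate Z-score above 3 for both tubulin-high and condensed-nucleus cell shares, with cell loss under 80%, at 10 µM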;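 also: anti alpha tubulin signal scored within the nucleus-defined area of each cell; some results filed as inactive read as strong as hits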
Ins promoter up – MIN6 insulin promoter up-regulation | MIN6 insulin promoter-GFP reporter, high-content imaging; stronger effect = higher value | z-score at 5 µM | 190,000 compounds, 0.3% hits;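 active = z-score above 3 at 5 µM with at least 500 cells counted in the well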
Hep lipid drop – modulators of hepatic lipid droplet formation. AML12 mouse hepatocytes, oleate lipid droplets, BODIPY imaging. inhibition, % at 6.5 µM. 240,000 compounds, 0.4% hits. AID 1656;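 active = lipid droplet intensity inhibited by at least 50%, with more than 500 cells counted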
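Technique: fluorescence imaging, 20x objective, two fields per well / Assay system: AML12 hepatocytes (mouse) / Measure: % inhibition of lipid droplet signal / Doses: 6.5 µM single-point dosing / Incubation: overnight exposure / Reagent: 100 µM oleic acid challenge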
WT yeast gro inh – growth inhibition of WT yeast, mitochondrial fusion screen | mitochondrial fusion phenotypic screen, WT strain | 190,000 compounds, 2.1% hits | inhibition, % at 10 µM; in the data active = inhibition above about 58%; tested in S. cerevisiae
Dynein transport – blocks dynein driven cargo transport along microtubules; 3617.4 mouse cells, GR-EGFP nuclear translocation imaging; test concentration mostly 20 µM; stimulated with dexamethasone, 1 µM; stronger effect = lower value; z-score, hits read low; 220,000 compounds, 0.47% hits; AID 1381;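 active = plate z-score of nuclear minus cytoplasmic receptor signal below a set negative limit, without overly bright fluorescence or cell loss, cut at about -3.5 in these data, passing the limit was not always enough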;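 also: z-score of nuclear minus cytoplasmic ring GR-EGFP intensity difference per well; some compounds called inactive have numbers as strong as hits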
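Medium: Induction medium lacking tetracycline, stripped serum | Probe or stimulus: 1.0 µM final dexamethasone stimulus | Schedule: 48 h induction, then 1 h compound, then 30 min agonist, 37 °C | Signal: Automated 10x imaging of fixed Hoechst-stained cells | Evaluation: Per-cell GR-EGFP intensity, nucleus versus surrounding cytoplasmic ring, well-averaged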
b-catenin transl – alters nuclear translocation of beta-catenin in HeLa cells. immunofluorescence imaging. nuclear translocation activity, % at 5 µM. 190,000 compounds, 0.3% hits. AID 1665;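 active = nuclear translocation activity above 50% at 5 µM, with a well cell count of 50 or more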;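 also: per-cell ratio of nuclear to cytoplasmic median beta-catenin stain intensity; plate controls were DMSO negative control for no effect and GSK-3 inhibitor IX positive control for full effect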
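Technique: fluorescence imaging of beta-catenin antibody stain plus DAPI / Material: human HeLa cell line / Incubation: compound treatment 24 h, 37°C, 5% CO2 / Read-out basis: % activation of per-cell nuclear versus cytoplasmic median beta-catenin signal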
WT yeast gro inh mutant strain – second read-out of WT yeast gro inh, no call of its own (marks repeat the call); inhibition, %; mitochondrial fusion phenotypic screen, mutant strain inhibition
Dynein transport cytoplasmic EGFP – also measured in Dynein transport; calls as there; z-score; measured here: cytoplasmic GR-EGFP intensity; stronger effect = higher value
Dynein transport nuclear GR-EGFP – recorded beside Dynein transport, whose call it bears; z-score; measured here: nuclear GR-EGFP intensity;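 lower value marks the stronger effect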
Dynein transport cell count – further read-out of Dynein transport, marked with its call; z-score; measured here: cell count per field
Ins promoter up cell count – recorded beside Ins promoter up, whose call it bears; cell count; measured here: cytotoxicity, nuclei count;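 total cells summed across four imaged fields per well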
Hep lipid drop cells 6.5 µM – second read-out of Hep lipid drop, no call of its own (marks repeat the call); cell count; measured here: cell count, cytotoxicity flag;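 cells counted across two imaged fields per well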
b-catenin transl cell count 5 µM – also measured in b-catenin transl; calls as there; cell count; measured here: cell count, cytotoxicity flag
MT stabilize HCS Hoechst-high % – also measured in MT stabilize HCS; calls as there; % Hoechst-high responders; measured here: nuclear condensation Hoechst responders;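 share of cells brighter than vehicle mean plus two SD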
MT stabilize HCS cytotoxicity % – recorded beside MT stabilize HCS, whose call it bears; toxicity, %; measured here: cytotoxicity by cell density;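 0% = mean cell density of plate MIN control wells and 100% = no cells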
Autophagy HCS cell loss 18 h – recorded beside Autophagy HCS, whose call it bears; toxicity, %; measured here: cell loss, nuclei count;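 cell loss after 18 h compound exposure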
Active calls of the source: *; i = inactive; . = no result given. Some of the compounds tested; the hit share may differ from the screen's.

SMILES	Yfh1-depleted yeast	NOD2 inhibition	Autophagy HCS	Autophagy HCS cell loss 18 h	MT stabilize HCS	MT stabilize HCS Hoechst-high %	MT stabilize HCS cytotoxicity %	Ins promoter up	Ins promoter up cell count	Hep lipid drop	Hep lipid drop cells 6.5 µM	WT yeast gro inh	WT yeast gro inh mutant strain	Dynein transport	Dynein transport cytoplasmic EGFP	Dynein transport nuclear GR-EGFP	Dynein transport cell count	b-catenin transl	b-catenin transl cell count 5 µM
Cc1ccccc1NC(=S)c1nc2ccccc2[nH]1	i	-40%	i	10	8.4	2.8	6.8	-0.92	756	-39	549	59	63	1.1	-0.22	0.74	-1	-0.5	807
Cc1ccc(C)c(S(=O)(=O)N/N=C/c2ccc(F)cc2)c1	i	2%	i	0	4.2	3.8	2.2	1.9	1242	-9	703	-5	-31	-0.7	-0.32	-0.44	0.24	-4.0	1158
NC(=O)c1ccsc1NC(=O)COC(=O)COc1ccccc1F	i	9%	i	-13	9.9	1.8	13	0.05	1598	-1	562	-10	-9	-0.74	-0.23	-0.36	0.095	-1.5	1095
C=CCN1C(=O)C(O)(CC(=O)c2ccc(-n3cccc3)cc2)c2ccccc21 (stereo not drawn)	i	-2%	i	-18	4.1	2.0	9.5	-0.2	1188	-14	740	-17	-7	0.74	-0.017	0.87	-2.2	.	.
COC(=O)C(C)Sc1nnc(Cc2cc(=O)[nH]c(=O)[nH]2)n1-c1ccc(OC)cc1 (stereo not drawn)	i	-1%	i	16	3.6	2.0	7.3	-0.18	1046	.	.	5	1	-1.1	-0.14	-0.62	1	.	.
CC1CCCN(C(=O)C2CCN(CCCc3ccccc3)CC2)C1 (stereo not drawn)	i	-10%	i	6	4.5	3.0	7.2	-1.3	1054	.	.	-6	-1	-0.86	-0.18	0.11	0.29	-0.3	905
COc1ccc(-c2nnn(CC(=O)N(CCCO)C(C(=O)NC3CCCC3)c3ccc(F)cc3)n2)cc1 (stereo not drawn)	i	-25%	i	-5	2.8	1.8	12	-0.09	1572	9	660	-17	-6	-0.37	-0.23	0.28	0.12	-3.6	1029
NS(=O)(=O)c1ccc(N/N=C/c2ccccn2)c([N+](=O)[O-])c1	i	-12%	i	0	10	1.7	10.0	0.03	1208	0	721	-7	13	-0.34	-0.3	0.16	1.6	-1.2	1107
COc1cccc(C2NC(=S)NC3=C2CCc2ccccc23)c1 (stereo not drawn)	i	-8%	i	0	3.8	2.4	4.6	0.89	1586	6	685	6	8	0.64	-0.22	0.65	-0.93	-0.1	1118
COc1cccc2c1OC1(C)CC2N(C(=O)c2ccco2)C(=S)N1c1ccc(F)cc1 (stereo not drawn)	i	-12%	i	-30	1.6	1.6	6.5	-0.19	1496	.	.	-8	-2	-0.47	-0.2	0.59	1	-1.5	1388
Cc1ccc(Sc2ncnc3onc(C)c23)cc1	i	12%	i	5	1.9	2.1	14	-0.04	1386	.	.	49	57	-1.5	-0.097	-0.95	0.38	-2.8	923
COC(C(=O)Nc1ccc(F)cc1F)c1ccccc1 (stereo not drawn)	i	12%	i	-4	1.5	2.3	9.9	.	.	4	744	-8	8	-0.93	-0.17	-0.52	0.87	-5.0	1125
O=c1c2ccccc2ncn1Cc1ccco1	i	7%	i	-32	8.0	2.4	12	0.11	1387	.	.	-13	-13	1.1	0.035	0.99	-0.97	1.0	1108
O=C(COC(=O)c1ccc(Cl)c(S(=O)(=O)N2CCCC2)c1)NC1CCCCC1	i	2%	i	5	3.5	2.0	4.5	-0.31	1363	6	625	9	10	0.039	-0.31	-0.06	-0.55	-4.6	1121
CCCCOc1ccc(C2C(=O)N(C3CCCCC3)CC(=O)N2CC2CCCO2)cc1 (stereo not drawn)	i	13%	i	26	0.9	0.8	11	-0.43	1648	.	.	7	-16	0.85	-0.23	0.065	-0.33	0.5	1349
O=S(=O)(O)c1nc2ccccc2n1Cc1cccc2ccccc12	.	-7%	.	.	.	.	.	0.88	992	-5	723	.	.	1.2	0.86	1.3	-0.86	-1.9	1305
Cc1ccc(C)c(C(=O)CCC(=O)O)c1	i	6%	.	.	.	.	.	1.4	1132	-7	776	.	.	0.77	-0.21	0.22	0.039	-0.1	1264
O=C(COC(=O)c1ccccc1N1C(=O)C2C3CCC(C3)C2C1=O)c1ccccc1 (stereo not drawn)	i	-3%	i	-8	3.4	2.1	3.7	0.02	1416	-4	624	-5	-20	-0.35	-0.28	-0.28	0.32	-1.4	1195
S=C(Nc1ccc(Oc2ccc(NC(=S)NC3CCCCC3)cc2)cc1)NC1CCCCC1	i	-9%	i	0	1.6	3.3	10	-5.6	511	-3	676	-15	-7	-0.65	-0.31	-0.7	1.1	.	.
O=C(NCCOc1ccccc1)C(c1ccccc1)c1ccccc1	.	-11%	i	15	3.5	2.4	6.2	-0.7	1497	.	.	30	-1	-0.33	-0.17	-0.4	1.1	5.0	1339
Cn1c(=N)n(CC(=O)O)c2ccccc21	i	4%	i	-3	3.6	3.4	6.7	0.2	1257	-7	674	2	22	1.1	0.36	0.56	-1.2	.	.
COc1ccc(-n2nc([N+](=O)[O-])c(=NCCC3=CCCCC3)n2O)cc1	i	-7%	i	-3	3.0	3.4	8.5	-1.1	1724	-4	675	46	45	1.7	-0.19	1.2	-1.8	-2.1	1032
COc1ccc(CNc2oc(COc3ccccc3)nc2C#N)cc1	.	-34%	i	15	3.5	2.8	9.2	0.61	1696	.	.	7	-8	-0.086	-0.3	-0.46	0.26	1.3	1349
CNC(CC(=O)c1ccc([N+](=O)[O-])cc1)C(Cl)(Cl)Cl (stereo not drawn)	i	16%	i	-14	6.0	1.3	6.3	0.57	1462	8	694	71	82	-3.5*	2.7*	-1.8*	-0.19*	-1.0	1063
COc1cccc(C(=O)NC(=S)Nc2ccc(N(C)C)cc2)c1	i	-55%	i	4	2.0	2.7	6.2	0.37	1384	4	643	20	-2	-0.38	-0.26	-0.036	0.28	-1.0	596
(listing goes on)
SMILES	Yfh1-depleted yeast	NOD2 inhibition	Autophagy HCS	Autophagy HCS cell loss 18 h	MT stabilize HCS	MT stabilize HCS Hoechst-high %	MT stabilize HCS cytotoxicity %	Ins promoter up	Ins promoter up cell count	Hep lipid drop	Hep lipid drop cells 6.5 µM	WT yeast gro inh	WT yeast gro inh mutant strain	Dynein transport	Dynein transport cytoplasmic EGFP	Dynein transport nuclear GR-EGFP	Dynein transport cell count	b-catenin transl	b-catenin transl cell count 5 µM
CCc1cccc(OCC(=O)Nc2ccc(S(=O)(=O)Nc3onc(C)c3C)cc2)c1	.	-7%	i	3	3.9	3.6	5.9	1	861	.	.	2	-2	-0.68	-0.21	-0.23	0.39	.	.
COc1ccc(COCC(O)CN2CCC(C(N)=O)CC2)cc1OC (stereo not drawn)	i	2%	i	-1	4.6	2.2	6.5	-0.04	1270	-16	658	-6	5	2.1	-0.29	0.87	-2.1	-3.7	1091
CC(=O)Nc1ccc(S(=O)(=O)N2CCc3c(Cl)cccc3C2)cc1	i	18%	i	0	2.5	3.8	9.2	0.2	907	.	.	-2	-22	-1.3	0.13	-0.66	0.26	.	.
S=C(Nc1ccc2cn[nH]c2c1)Nc1ccccc1Cl	i	-32%	i	4	3.0	3.0	5.6	0.71	1299	-3	683	-11	-5	-0.5	-0.33	-0.61	0.92	.	.
CSCCC1NC(=O)N(C(C)C(=O)Nc2cc(Cl)cc(Cl)c2)C1=O (stereo not drawn)	i	0%	i	24	2.0	1.4	12	0.04	1559	0	659	4	5	-0.38	-0.29	0.18	0.1	0.7	1048
COc1ccc2c(c1)C(=NNC(=O)c1ccccn1)c1cc(OC)ccc1-2	i	4%	i	-12	1.2	3.9	8.3	-0.35	1093	7	611	-6	-8	0.11	-0.23	-0.11	-0.26	0.2	1058
Cc1cccc(CSc2nc3c(cc2C#N)CCC3)c1	i	14%	i	1	2.9	2.0	6.6	-0.05	1101	16	758	0	1	-0.61	-0.17	-0.4	0.42	-1.8	1172
O=C(O)CCCn1c(O)c(C=C2N=c3ccccc3=N2)sc1=S	i	15%	.	.	.	.	.	0.17	1043	-2	732	.	.	0.089	-0.25	0.47	-0.61	0.9	1360
C1CCN(c2c3c(nc4nnnn24)CCCC3)CC1	i	8%	i	-1	2.4	1.0	1.8	-0.4	1564	.	.	-14	-14	-0.68	-0.22	-1.1	0.66	0.9	1343
C=CCNC(=S)Nc1ccc(Cl)cc1	i	5%	i	1	1.5	3.1	7.3	-0.11	1254	5	671	4	15	-0.15	1.5	0.13	0.17	-1.6	1083
COc1cc(/C=C2\N=C3CCCCCN3C2=O)ccc1O	i	-2%	i	3	1.8	1.1	6.7	0.63	843	-5	811	.	.	0.18	-0.1	0.47	-0.016	1.4	983
COc1ccc(N2CCN(c3cnc4ccccc4n3)CC2)cc1	i	-48%	i	-31	2.8	2.0	3.4	-0.64	1378	-4	652	4	2	0.94	-0.27	0.6	-0.45	1.0	1572
O=C(NNS(=O)(=O)c1ccccc1)C1CC(c2cccnc2)=NO1 (stereo not drawn)	i	4%	i	-4	2.5	2.7	9.8	-0.02	1350	16	692	-3	9	1.7	-0.23	1.2	-2.6	0.7	1091

Screening data: PubChem, several laboratories
